All columns: NCI-60 one-dose screen, growth in % after 48 h at 10 µM unless noted; 100 = growth as untreated, 0 = no growth, -100 = all killed.
RPMI-8226 – RPMI-8226 leukemia cells. AID 1794781. 77,000 tested, 7.5% active
MCF7 – MCF7 breast cancer; AID 1794796; 82,000 tested, 6.3% active
MDA-MB-468 – MDA-MB-468 breast cancer. 78,000 tested, 8.5% active
MDA-MB-435 – MDA-MB-435 melanoma. 82,000 tested, 7.8% active. AID 1794794
MOLT-4 – MOLT-4 leukemia cells; 80,000 tested, 6.9% active; AID 1794779
MDA-MB-231 – MDA-MB-231 breast cancer. 81,000 tested, 5% active. AID 1794789
K-562 – K-562 leukemia; 78,000 tested, 7.4% active
SR – SR leukemia cells; 73,000 tested, 8.7% active; AID 1794780
Active calls of the source: *; nt = not tested or not shown; & = joins results of further samples. The calls were made as follows: active = growth percent below 10; inactive = the rest.

SMILES	RPMI-8226	MCF7	MDA-MB-468	MDA-MB-435	MOLT-4	MDA-MB-231	K-562	SR
CCn1c(C)c(C(=O)C(=O)N(C)C)c2ccccc21	104	99	96	108	99	108	107	105
Cc1cc(C)c(C(=O)CCC[n+]2ccccc2)c(C)c1	103	93	85	108	110	80	116	135
CCOC(=O)c1cccc(NC2=C(Cl)C(=O)C(C)=C(C)C2=O)c1	27	85	-21*	104	5.7*	28	0.2*	28
O=C(CCCl)Nc1ccccc1	103	97	104	105	97	102	104	96
O=C1/C(=C/c2ccccc2)COc2ccc(O)cc21	-16*	24	88	68	79	93	17	18
CCOc1ccc(-c2cc(C(=O)Nc3ccc(C(C)=O)cc3)no2)cc1OCC	126	96	114	98	103	99	nt	117
[O-][n+]1cccc(CO)c1	111	nt	102	109	102	106	110	nt
CCCCCCC1CCC(OC(C)=O)CC1 (stereo not given)	113	97	94	106	100	96	107	100
CCc1c(N)nc(N)nc1Nc1ccc(C)c(C)c1	81&79	69&88	76&73	91&111	90&90	87&101	88	93&80
COC(=O)C1=NN(c2ccccc2)C2=CNc3c(C)cccc3N21	112	88	101	93	93	79	89	106
Nc1cccc2c1C(=O)c1ccccc1C2=O	92	103	97	107	93	93	99	99
COC(=O)c1nnn(-c2cccc(Cl)c2)c1N	88	60	48	97	57	nt	79	nt
CN1c2c(C(=O)O)cnn2CC1c1ccccc1 (stereo not given)	107	95	112	109	91	102	93	98
CC(O)c1cc2ccccc2c(=O)o1 (stereo not given)	97	91	99	96	107	103	101	96
CC(C)(C)c1ccc(C2=NN(c3ccc(S(C)(=O)=O)cc3)C(=O)CC2)cc1	70	98	nt	103	94	80	110	95
COc1ccc(CCn2c(=O)sn(CCCl)c2=O)cc1	103	96	101	109	93	109	90	96
O=[N+]([O-])c1cccc(-c2nc3sccn3c2-c2ccnc(NCCNS(=O)(=O)c3ccc(Cl)cc3)n2)c1	56	62	49	78	58	84	50	80
CC1/C(=N\NC(N)=S)C(C)C(c2ccc(Cl)cc2)NC1c1ccncc1 (stereo not given)	93	94	96	96	73	110	nt	95
CO[C@H]1CC(O[C@@H]2/C(C)=C/C[C@@H]3C[C@@H](C[C@]4(C=C[C@H](C)[C@@H](C5CCCCC5)O4)O3)OC(=O)[C@@H]3C=C(C)[C@@H](O)[C@H]4OC/C(=C\C=C\[C@@H]2C)[C@]43O)O[C@@H](C)C1O[C@H]1C[C@H](OC)[C@@H](O)[C@H](C)O1 (stereo not given in full)	-25*	-24*	-72*	-97*	-58*	-81*	nt	-53*
Oc1ccc(Br)cc1-c1nc2ccccc2s1	96	61	88	101	93	83	102	109
CN1C[C@H](C(=O)N[C@]2(C)O[C@@]3(O)[C@@H]4CCCN4C(=O)[C@H](Cc4ccccc4)N3C2=O)C[C@@H]2c3cccc4[nH]cc(c34)C[C@H]21	71	100	69	86	49	70	nt	64
C#Cc1nc(/C=C\CCCCCCC(=O)NO)cs1	-1.1*	35	23	46	-25*	-12*	15	-20*
CC(C)OCCCNCC(=O)Nc1ccc(S(=O)(=O)c2ccc(NC(=O)CNCCCOC(C)C)cc2)cc1	93	86	93	101	78	51	37	62
O=C(CS(=O)(=O)c1ccc(Cl)cc1)c1ccccc1	105	115	114	91	121	113	134	128
CN1CCN(CCCN2c3ccccc3Sc3ccc(C(F)(F)F)cc32)CC1	-7.1*	14	-2.2*	28	38	53	-12*	14
CS(=O)(=O)c1ccc(N2N=C(c3ccc(-c4ccccc4)cc3)CCC2=O)cc1	nt	81	76	98	73	94	69	71
CCOC(=O)c1cnc2cc(Cl)c(F)cc2c1Nc1cccc(S(N)(=O)=O)c1	99	96	102	103	95	91	112	118
C[C@H]1CCC/C=C/[C@@H]2CCC[C@H]2[C@H](O)/C=C/C(=O)N1	80	93	107	102	90	115	99	83
c1ccc2nc(N/N=C3\CCCCC3C3CCCCC3)ccc2c1 (stereo not given)	-19*	58	nt	79	7.0*	61	12	-18*
O=S(=O)(c1cc(Cl)c(Cl)cc1Cl)N(CCCCCN(S(=O)(=O)c1cc(Cl)c(Cl)cc1Cl)S(=O)(=O)c1cc(Cl)c(Cl)cc1Cl)S(=O)(=O)c1cc(Cl)c(Cl)cc1Cl	114	101	125	102	112	nt	100	nt
O=C(NN1C(=O)c2ccccc2C1=O)c1ccc(Nc2ncnc3c2cnn3-c2cccc(Br)c2)cc1	110	109	107	106	111	104	113	131
CC1(C)Cc2c(cn(Cc3ccccc3)c2-c2ccccc2)-c2oncc21	75	105	88	93	86	104	75	87
OCC1OC(O)CC(O)C1O (stereo not given)	99	94	107	116	93	99	89	nt
CCOC(=O)c1c(C(C)=O)c([Si](C)(C)C)c2cc(C)ccn12	107	85	119	100	97	92	93	95
Cc1cc(=O)oc2cc(OCC(O)CNN3C(=O)c4cccc5c(NCc6ccccc6)ccc(c45)C3=O)ccc12 (stereo not given)	87	89	83	97	72	90	94	84
CC12CCC3C(C(O)CC4=CC(=O)CCC43C)C1CCC(=O)O2 (stereo not given)	106	141	130	115	89	115	96	96
N#Cc1c(NC(=O)Nc2ccccc2Br)sc2c1CCCC2	93	104	97	90	108	104	92	78
CNC(=O)c1c(NC(=O)c2ccc(C(C)(C)C)cc2)sc2cc(O)ccc12	54	52	73	81	49	79	23	28
Brc1ccc(CN(Cc2ccccc2)C2CCCCC2)cc1	104	103	106	110	113	114	100	98
Clc1ccc(SC2Cc3ccccc3C2)cc1	98	114	nt	117	77	107	88	nt
CCN1C(=O)N(CC)C2SC(N/N=C/c3ccccc3)=NC21 (stereo not given)	21	19	34	-10*	21	26	15	19
CCOc1ccccc1[C@H]1C(C(=O)c2ccc(Cl)cc2)C2(N[C@@H]1c1ccccc1)C(=O)Nc1ccccc12 (stereo not given in full)	11	-9.5*	-31*	-28*	-26*	2.2*	0.2*	-38*
COc1ccc(C2C3=C(COC3=O)N(CCO)c3cc4c(cc32)CCC4)cc1OC (stereo not given)	33	nt	-17*	-46*	24	25	15	25
CCOC(=O)/C(C#N)=C\c1ccc(N(C)C)cc1	99	97	82	98	100	102	99	103
CC(O)C(=O)NCCc1ccccc1 (stereo not given)	104	93	111	111	79	99	101	98
CC(C)c1cccc(C(C)C)c1OCCN(C(C)C)C(C)C	94	93	113	106	92	101	90	97
N/C(=N\OC(=O)CSc1nc2ccccc2s1)c1ccccc1	103	92	83	102	112	89	131	107
CCOC(=O)C(C(=O)Cc1ccccc1)c1ccccc1 (stereo not given)	100&100	97&94	105&92	107&108	104&108	88&97	112&117	103&101
C=CCn1c(C)nc2cc(Nc3nc(Cl)nc4ccccc34)ccc21	75	95	84	93	79	90	75	95
COc1c(C2CC(=O)Nc3c2c(C)nn3-c2nc3ccccc3[nH]2)cc2c(c1OC)OCO2 (stereo not given)	54	24	30	-33*	-13*	68	15	nt
O=[N+]([O-])c1c(Cl)ncnc1Cl	96	95	101	nt	112	120	109	96
O=C(O)c1cccc(N2C(=O)C=CC2=O)c1	108	96	99	108	89	114	91	90
CSc1nc(=O)n(Cc2ccc(F)cc2)c(=O)n1Cc1ccc(C)cc1	99	91	112	117	92	103	91	84
N#CCCC(C#N)(C#N)CCC#N	86	108	109	98	114	129	117	109
O=C(CN1CCN(c2ncnc3c2cnn3-c2ccccc2)CC1)Nc1ccc(Cl)cc1	44	28	43	47	7.1*	63	42	37
Cc1ccc(N)c2ccccc12	37	89	97	100	45	75	88	120
CCOC(=O)c1c[nH]n2c(=S)ncnc12	107	96	nt	nt	91	109	106	107
Cc1cccc(-c2nc(Nc3ccc(C)c(S(N)(=O)=O)c3)c3ccccc3n2)c1	13	1.7*	13	35	17	11	7.2*	9.0*
COc1ccc2nc3cc(Cl)ccc3c(Nc3ccc(O)c(CN4CCCC4)c3)c2c1	-25*	43	-36*	-61*	1.0*	12	-6.5*	0.0*
C=C(C)CN	98	106	96	107	120	113	116	97

Remaining list, next part
SMILES	RPMI-8226	MCF7	MDA-MB-468	MDA-MB-435	MOLT-4	MDA-MB-231	K-562	SR
COc1ccc(NC(=O)NS(=O)(=O)c2c[nH]c(=S)[nH]c2=O)cc1	87	89	109	110	86	91	88	96
CCN(CC)CCNC(=O)COc1ccc(OC)cc1	100	96	101	97	103	109	91	101
Cc1cccc2[nH]c(=O)cc(NNC(=S)Nc3ccccc3)c12	103	85	101	99	98	86	95	92
N#C/C(=C\c1cc(O)c(O)c(O)c1)C(N)=O	20	100	nt	89	73	102	72	73
C/C(=C\CCc1ccoc1)CC/C=C(\C)CCCN1CCCC1	45	73	41	91	68	nt	28	54
O=C(O)C1CC(Br)C(Br)CC1C(=O)O (stereo not given)	93&107	96&102	100&106	100&106	98&103	100&104	92&110	96
CC(=O)Nc1nc2ccc(NS(=O)(=O)c3cccc4c(N(C)C)cccc34)cc2[nH]1	43	22	nt	-29*	59	63	21	25
CCCCCCCCCCOC(=O)c1ccccn1	103	93	104	119	119	95	109	120
CCC1=C(c2ccc(OC)cc2)CCC(C(=O)O)C1C (stereo not given)	94	119	101	117	94	95	67	114
Cc1ccc2c(c1)CC(O)CC1C(=O)N(CCO)CC(=O)N21 (stereo not given)	99	97	96	106	92	92	101	87
Nc1nc(Nc2ccc(Cl)cc2)c2c(n1)-c1ccoc1CC2	96	65	93	90	82	99	78	81
COc1ccc(-c2nnc(-c3ccc4ccccc4c3)o2)cc1	113	94	110	95	109	nt	107	97
O=C(O)c1ccc(O)cc1	109	103	100	100	103	102	115	114
Nc1nc(SCc2ccccc2)c2ncn(C3OC(CO)C(O)C3O)c2n1 (stereo not given)	nt	101	111	98	98	105	108	81
O=C1C=CC(=O)N1C(=O)NCNC(=O)N1C(=O)C=CC1=O	105	113	100	113	107	113	107	108

A run of entries of the results above, for reference:
SMILES	RPMI-8226	MCF7	MDA-MB-468	MDA-MB-435	MOLT-4	MDA-MB-231	K-562	SR
Nc1nc(Nc2ccc(Cl)cc2)c2c(n1)-c1ccoc1CC2	96	65	93	90	82	99	78	81
COc1ccc(-c2nnc(-c3ccc4ccccc4c3)o2)cc1	113	94	110	95	109	nt	107	97
O=C(O)c1ccc(O)cc1	109	103	100	100	103	102	115	114
Nc1nc(SCc2ccccc2)c2ncn(C3OC(CO)C(O)C3O)c2n1 (stereo not given)	nt	101	111	98	98	105	108	81
O=C1C=CC(=O)N1C(=O)NCNC(=O)N1C(=O)C=CC1=O	105	113	100	113	107	113	107	108

Additional records.
SMILES	RPMI-8226	MCF7	MDA-MB-468	MDA-MB-435	MOLT-4	MDA-MB-231	K-562	SR
CCOc1cc(/C=N\NC(=O)CCCC(=O)N/N=C/c2ccc(O)c(OCC)c2)ccc1O	110	99	116	105	121	101	nt	119
CC[C@]12C=CCN3CC[C@@]4(c5ccc(OC)cc5N(C)[C@H]4[C@@](O)(C(=O)OC)[C@@H]1OC(=O)CCCN1CCN(C)CC1)[C@@H]32	112	78	70	29	102	80	67	nt
CCOC(=O)c1nn(CC(O)c2ccccc2)c(NC(=O)Nc2cccc(F)c2)c1C (stereo not given)	97	91	95	100	99	90	92	95
C/C=C/C(=O)O	119	101	118	106	93	128	102	82
O=C(O)C1C=CCC(C(=O)O)C1 (stereo not given)	111	96	94	99	104	124	118	110
Fc1ccc(-c2ncnc3c2ncn3CC#CCCl)cc1	76	62	67	63	50	82	90	70
CC(=O)c1ccc2ccccc2c1	113	100	116	116	101	101	106	94
CCOc1ccc2nc(C)cc(Nc3cccc(O)c3)c2c1	66	79	86	83	71	78	38	nt
COc1cccc(N2CCN(c3cccc(C)n3)CC2)c1	115	95	nt	95	101	101	85	nt
COc1nc2c(C)cccc2cc1-c1nc2c(cnn2-c2ccc(Br)cc2)c(=O)[nH]1	107	91	113	95	101	110	93	112
COC(=O)c1c(C)c(C)cc(C)c1C	101	97	98	103	105	114	106	115
COc1ccc(C(=O)/C(=N/O)S(=O)(=O)c2ccccc2)cc1	105	96	104	97	89	128	94	86
Cc1nc(N)nc(Cl)c1CCC1OCCO1	105	96	103	116	93	98	98	101
CC(=O)N1N=C(c2ccc(Nc3nc(Nc4ccc(F)cc4)nc(Nc4ccc(Cl)cc4)n3)cc2)CC1c1cccc([N+](=O)[O-])c1 (stereo not given)	96	97	99	121	55	76	42	90
OCc1ccc(-c2ccc(-c3ccc(CO)s3)o2)s1	-22*	9.8*	nt	38	33	99	-3.5*	61
CCCCCCCCc1ccc(CC(=O)Nc2ccc(C)cc2C(=O)O)cc1	75	84	85	104	74	95	53	58

Molecules above that have a thiophene ring, fused or not, in the order listed:
SMILES	RPMI-8226	MCF7	MDA-MB-468	MDA-MB-435	MOLT-4	MDA-MB-231	K-562	SR
N#Cc1c(NC(=O)Nc2ccccc2Br)sc2c1CCCC2	93	104	97	90	108	104	92	78
CNC(=O)c1c(NC(=O)c2ccc(C(C)(C)C)cc2)sc2cc(O)ccc12	54	52	73	81	49	79	23	28
OCc1ccc(-c2ccc(-c3ccc(CO)s3)o2)s1	-22*	9.8*	nt	38	33	99	-3.5*	61

Five entries already listed, sorted by molar mass, falling:
SMILES	RPMI-8226	MCF7	MDA-MB-468	MDA-MB-435	MOLT-4	MDA-MB-231	K-562	SR
CC(=O)N1N=C(c2ccc(Nc3nc(Nc4ccc(F)cc4)nc(Nc4ccc(Cl)cc4)n3)cc2)CC1c1cccc([N+](=O)[O-])c1 (stereo not given)	96	97	99	121	55	76	42	90
COc1nc2c(C)cccc2cc1-c1nc2c(cnn2-c2ccc(Br)cc2)c(=O)[nH]1	107	91	113	95	101	110	93	112
COc1ccc(C(=O)/C(=N/O)S(=O)(=O)c2ccccc2)cc1	105	96	104	97	89	128	94	86
COC(=O)c1c(C)c(C)cc(C)c1C	101	97	98	103	105	114	106	115
CC(=O)c1ccc2ccccc2c1	113	100	116	116	101	101	106	94

From PubChem
